Assay outcomes: PubChem, several laboratories
MEP2-GFP yeast: modulators of MEP2-GFP levels in yeast, primary screen, S. cerevisiae, multiplex flow cytometry, MLPCN library. GFP response vs DMSO, % at 10 µM. S. cerevisiae MEP2-GFP strain, 3 h; 100% = DMSO control level. hit rate 0.51% among 330,000;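 active = GFP response versus DMSO above a set limit, roughly screen mean plus 3 SD, cut at about 180% in these data; inconclusive = fewer than 70 cells counted for a yeast strain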;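 also: median GFP fluorescence of the barcode-gated MEP2-GFP cells per well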
procasp3 activ: activators of human procaspase-3 D3A mutant, primary screen, biochemical, absorbance, PC-3 D3A mutant, single concentration; Caspase-3 (Homo sapiens), P42574; recombinant procaspase-3 D3A, Ac-DEVD-pNA absorbance 405 nm; activation, % at 8.5 µM; hit rate 0.11% among 330,000; AID 463141, 2010;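 active = activation above the mean of all tested compounds plus 3 SD, cut at about 21% in these data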;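 also: 0% = DMSO alone and 100% = DMSO wells spiked with extra 5 µM PC-3 D3A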
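Test system: Procaspase-3 D3A mutant; medium: Zinc-free HEPES/NaCl buffer with 0.01% Triton X-100 at pH 7.4; reagent: DEVD-pNA substrate; doses: one concentration, 8.5 µM nominal, 0.8% DMSO; times: 1 h preincubation plus 2 h reaction at 25 °C; signal: Epi-absorbance at 405 nm of released p-nitroaniline, 0 and 120 min; replicates: singlicate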
ZTA counter: ZTA (EBV) inhibition in EBNA-1 counter-screen; P03206; hit rate 0.15% among 320,000; ZTA-DNA binding, fluorescence polarization; inhibition, % at 11 µM; in the data active = inhibition above about 33%
EBNA-1 inhibitor: EBNA-1 DNA-binding inhibitors, primary screen, biochemical, fluorescence polarization. inhibition, % at 14.8 µM. hit rate 0.34% among 300,000; in the data active = inhibition above about 28%
AHR activator: AHR activators, primary screen, cell-based, luminescence, luciferase reporter, human; Aryl hydrocarbon receptor (Homo sapiens), P35869; AHR-responsive luciferase reporter cells; hit rate 2.5% among 320,000; activation, % at 5 µM; in the data active = activation above about 47%;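 also: 0% = vehicle wells and 100% = reference agonist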
procasp7 counter: procaspase-7 activators, primary screen, counter-screen for procaspase-3 activator project, biochemical, absorbance, HTS, human; Caspase-7 (Homo sapiens), P55210; hit rate 0.093% among 330,000; activation, % at 8.5 µM; recombinant procaspase-7, Ac-DEVD-pNA absorbance 405 nm; D23A/D198A/D206A triple mutant, cannot self-cleave; scale: DMSO 0, 5 µM enzyme 100;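 active = percent activation above the screen-wide mean plus 3 SD, cut at about 25% in these data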
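Assay system: Uncleavable procaspase-7 mutant enzyme | Input: 2 µM procaspase-7 mutant as dispensed | Timing: 1 h compound preincubation, 2 h substrate cleavage, 25 °C | Repeats: One well per compound | Control set: DMSO wells as 0%, DMSO with 5 µM added PC-7 as 100% | Technique: Epi-absorbance of released pNA at 405 nm, two timepoints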
RPL19A TOR yeast: RPL19A-GFP expression modulators in yeast, primary screen, cell-based, S. cerevisiae, multiplex flow cytometry, MLPCN | S. cerevisiae RPL19A-GFP strain, 3 h; active compounds read low | percent response vs DMSO, % at 10 µM | hit rate 0.3% among 330,000 | AID 2025, 2009;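 active = percent response vs DMSO below 50%; inconclusive = fewer than 70 events counted for the yeast strain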;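 also: median channel GFP fluorescence of the barcoded RPL19A-GFP strain; ratio of sample median GFP to plate DMSO average so 100% = DMSO; lower means less RPL19A-GFP as with rapamycin TOR inhibition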
LAP4 TOR yeast: modulators of LAP4-GFP expression in yeast, primary screen, S. cerevisiae, multiplex flow cytometry, MLPCN library; 3 h; median GFP as percent of DMSO wells; GFP response vs DMSO, % at 10 µM; hit rate 0.34% among 320,000; AID 2023, 2009;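 active = GFP response vs DMSO above a set limit, about the screen mean plus 3 SD, cut at about 150% in these data; inconclusive = under 70 cell events counted for the yeast strain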
An asterisk follows results filed as active; ? = inconclusive; · = no result given.

structure	MEP2-GFP yeast	procasp3 activ	ZTA counter	EBNA-1 inhibitor	AHR activator	procasp7 counter	RPL19A TOR yeast	LAP4 TOR yeast
C/C(=N\NC(=O)c1ccccc1)C1C2C=CC(C2)C1(C)C (stereo not given)	98	0	8	0	1	6	101	108
Cc1ccc(C(c2nnnn2CCC(C)C)N2CCN(C)CC2)cc1 (stereo not given)	96	-2	-1	-11	0	0	98	·
O=C(Nc1cc(C(F)(F)F)ccc1Cl)c1cccc(N2C(=O)CCC2=O)c1	84	-3	-14	-4	10	-5	98	81
CC(=NNS(=O)(=O)c1cccc([N+](=O)[O-])c1)c1ccc(-n2ccnc2)cc1	90	-16	·	·	47	-8	92	87
Cc1ccc(/C=N\NC(=O)Cn2nnc3ccccc32)o1	97	2	0	1	3	1	100	96
COCCn1cnc2c1c(=O)n(CC(=O)OCC#N)c(=O)n2Cc1ccccc1	91	5	10	-10	3	14	95	107
COc1ccc(OC)c(S(=O)(=O)N2CCCC(C(=O)NCc3ccco3)C2)c1 (stereo not given)	102	2	-5	-6	0	5	102	103
O=C(Nc1cccc(S(=O)(=O)NC2=NCCCCC2)c1)c1cc(-c2ccco2)nc2ccccc12	93	0	-1	39*	4	3	95	108
COC(=O)/C(=C(/F)SCC(C)=O)C(F)(F)F	93	0	-10	6	2	8	96	128
O=C(CSCc1cnn(-c2ccccc2)c1-n1cccc1)NCCN1CCOCC1	105	5	4	-14	0	9	92	97
COC(=O)c1ccccc1NC(=O)CSc1nc(-c2ccco2)cc(C(F)(F)F)n1	100	-9	-3	-12	0	5	102	108
Cc1cccc(C(=O)N2CCCC(c3nc(-c4ccc(C)o4)no3)C2)c1 (stereo not given)	105	2	-10	-9	3	7	102	108
CCOC(=O)c1ccccc1N=N/C(C(C)=O)=C(/C)O	100	-14	-5	-8	3	6	100	107
O=C(CCNC(=O)c1ccccc1Cl)NCCC1=CCCCC1	106	-5	-20	5	2	-1	103	106
CC(=O)c1cn(C(=O)c2ccc(Cl)cc2)c2ccccc12	108	6	-12	-2	7	-4	107	96

structure	MEP2-GFP yeast	procasp3 activ	ZTA counter	EBNA-1 inhibitor	AHR activator	procasp7 counter	RPL19A TOR yeast	LAP4 TOR yeast
CCc1nc(SCC(=O)NNC(=O)C(C)C)c2ccccc2n1	100	5	4	16	-5	0	101	92
CCC(=O)Nc1cccc(SC)c1	108	6	-2	-2	0	3	100	95
COc1ccc(-c2cc(=O)oc3cc(OCC(=O)N4C[C@H]5C[C@@H](C4)c4cccc(=O)n4C5)ccc23)cc1	102	-1	-1	2	-1	8	97	108
Cc1cccc(C)c1NC(=O)c1cccc(C(=O)Nc2c(C)cccc2C)n1	104	-23	7	8	7	-3	101	134
COc1ccccc1C1C(C#N)=C(N)N(N(C)C)C2=C1C(=O)CC(C)(C)C2 (stereo not given)	115	3	-20	-1	-2	12	108	93
Cc1ccc(CCNC(=O)C(C)n2nc(C)c3c(C)n(-c4ccccc4)nc3c2=O)cc1 (stereo not given)	108	2	7	11	-1	4	101	108
Cc1ccc(S(=O)(=O)N2CCN(CC(=O)Nc3ccnn3C3CCCC3)CC2)cc1	103	0	18	·	-2	3	99	101
COc1ccc(S(=O)(=O)N2N=C(c3cccc(NS(C)(=O)=O)c3)CC2c2ccco2)cc1 (stereo not given)	100	2	-3	3	-1	-5	106	100
NC(=O)c1ccccc1NC(=O)CSc1nc2c(c(=O)[nH]1)CCCC2	108	11	4	14	4	14	104	101
COc1ccc(CN(Cc2nc3ccccc3c(=O)[nH]2)C(=O)NC2CCCCC2)cc1	96	7	-8	8	-1	2	98	·
COc1ccnc(CN(C)C(=O)C2CCC(=O)N(CCN(C)C)C2)c1 (stereo not given)	107	0	-10	10	2	7	98	93
O=C(Cc1cn2ccsc2n1)Nc1ccccn1	103	7	9	-9	2	7	98	101
COc1cccc(/C=N/Nc2cc(-n3nc(C)cc3-c3ccccc3)ncn2)c1O	94	0	-7	-4	12	1	102	91
O=C(CCN1CCCC1)Nc1cccc(Br)c1	134	-2	2	-6	0	1	111	122
COc1ccc(/C=N/NC(=O)c2c(Br)cnn2C)c2ccccc12	97	4	14	-8	5	-2	100	103

structure	MEP2-GFP yeast	procasp3 activ	ZTA counter	EBNA-1 inhibitor	AHR activator	procasp7 counter	RPL19A TOR yeast	LAP4 TOR yeast
NC(=O)c1ccccc1N	100	-14	11	-3	7	-23	103	104
CCOC(=O)Cn1c(C)[n+](CC(=O)c2ccccc2)c2ccccc21	106	4	15	10	0	-4	100	135
COC(=O)c1ccc(NC(=O)Nc2ccc(C)cc2)cc1	116	3	-5	-1	2	3	106	120
CCCN1C2CCCC1CC(NC(=O)Nc1cccc(C(C)=O)c1)C2 (stereo not given)	96	7	-1	-4	-1	2	100	99
CN(C)CCOc1ccc2ccccc2c1	89	4	-11	1	0	4	97	83
CCOc1cc(-c2sc(Nc3ccccc3)n[n+]2C)ccc1OC	88	0	-6	-6	2	1	99	105
Cc1nc2cc(O)ccc2n1C	113	10	11	2	1	-4	99	110
O=C(CCC(=O)Nc1ccccc1)NNC(=O)c1ccccc1Cl	90	-3	-3	2	0	4	96	98
Cc1cccc(NC(=O)C(=O)NCCc2c[nH]c3ccccc23)c1C	104	1	6	6	1	8	102	107
Cc1cc(/C=C2/NC(=O)NC2=O)c(C)n1-c1ccncc1	104	2	29	3	26	-4	100	116
O=C(C1CCN(S(=O)(=O)c2cccc3nsnc23)CC1)N1CCc2ccccc2C1	108	1	-2	3	2	-11	100	104
COc1ccc2c(C)cc(SCC(=O)NC3CCCC3)nc2c1	91	-1	·	·	17	-3	96	111
COc1cccc(N2CCN(C(=O)c3ccc(Cl)c(NC4=NC5CS(=O)(=O)CC5S4)c3)CC2)c1 (stereo not given)	106	4	1	0	0	1	106	106
Cn1c(=O)c2c(nc(CN3CCOCC3)n2CCN2CCOCC2)n(C)c1=O	100	4	-3	7	-2	7	98	99
O=C(O)c1sccc1NC(=O)c1c(Cl)cccc1Cl	105	3	1	5	1	-10	104	94

structure	MEP2-GFP yeast	procasp3 activ	ZTA counter	EBNA-1 inhibitor	AHR activator	procasp7 counter	RPL19A TOR yeast	LAP4 TOR yeast
Cc1ccc(-c2cnco2)cc1	100	-3	-4	-3	1	1	102	112
O=C(N/N=C/c1ccco1)c1ccc(OCc2ccccc2)cc1	101	-1	0	8	0	-1	101	113
CC(C)(C)OC(=O)C[C@@H]1C/C=C\C[C@H](CC(=O)N[C@@H](CO)Cc2ccccc2)C(=O)N[C@H](C(C)(C)C)COC1=O	95	-1	·	·	-1	0	94	98
O=C(O)C1CC=CCC1C(=O)Nc1ccc(N2CCN(Cc3ccccc3)CC2)cc1 (stereo not given)	96	0	-6	1	-5	4	96	86
S=c1[nH]nc(-c2cccnc2)n1/N=C/C(Cl)=C\c1ccccc1	105	-14	-8	-3	38	-6	107	99
CCOc1ccc(NC(=O)NNC(=O)c2ccc(Cl)cc2Cl)cc1	92	4	0	6	3	4	93	94
COC(=O)c1ccc(OC(=O)CCc2cc(OC)c(OC)c(OC)c2)cc1	93	-2	-1	4	1	-7	95	99
Cc1cc(OCC(O)CN(CCO)CCO)ccc1Cl (stereo not given)	108	-4	-11	-11	4	-2	105	107
COC(F)(C(=O)Nc1ccc2c(c1)C(=O)NC2=O)C(F)(F)F (stereo not given)	102	2	5	4	0	6	97	96
Cc1ccc(NC(=O)CSCC(=O)NCCc2ccccc2)cc1	107	6	-4	-3	0	-2	107	100
CCCCNC(=O)CCC(=O)NNc1nc2ccccc2c2nc(C)nn12	?	-1	12	9	8	-3	?	?
CCCn1nnc(NC(=O)COc2ccccc2Cl)n1	93	3	-2	-4	1	10	93	100
CCn1cnc2c(oc3ccccc32)c1=O	112	-3	-7	7	-3	3	100	105
CCN(CC)CCNC(=O)c1cc(-c2ccc(Br)s2)nc2ccccc12	106	7	7	7	0	4	101	98
Cc1c2n(c3ccccc13)CC/C2=N\O	95	7	4	1	8	7	99	111

structure	MEP2-GFP yeast	procasp3 activ	ZTA counter	EBNA-1 inhibitor	AHR activator	procasp7 counter	RPL19A TOR yeast	LAP4 TOR yeast
O=C(CNC(=O)c1ccc(Br)o1)NCc1ccc(Cl)cc1	100	7	-8	4	4	3	103	78
COc1ccc(NC(=O)CSc2nnc(Cn3cnc4ccccc43)o2)cc1	98	-5	-4	-4	5	0	99	101
Cc1ccc(S(=O)(=O)N(CC(=O)Nc2ccccc2C(=O)O)c2ccccc2C)cc1	102	3	3	-21	-2	10	100	105
COc1cccc(/C=C(/CC(=O)Nc2ccc(N3CCOCC3)cc2)c2nc3ccccc3s2)c1	108	-3	-5	-2	39	0	98	101
CCN(C(=O)COC(=O)c1c(C)noc1C)C1CCS(=O)(=O)C1 (stereo not given)	96	5	-5	2	7	-1	96	99

One compound at a time, from the list above:
Results for `O=C(CNC(=O)c1ccc(Br)o1)NCc1ccc(Cl)cc1` → MEP2-GFP yeast = 100; procasp3 activ = 7; ZTA counter = -8; EBNA-1 inhibitor = 4; AHR activator = 4; procasp7 counter = 3; RPL19A TOR yeast = 103; LAP4 TOR yeast = 78
Results for `CCN(C(=O)COC(=O)c1c(C)noc1C)C1CCS(=O)(=O)C1` (stereo not given) → MEP2-GFP yeast = 96; procasp3 activ = 5; ZTA counter = -5; EBNA-1 inhibitor = 2; AHR activator = 7; procasp7 counter = -1; RPL19A TOR yeast = 96; LAP4 TOR yeast = 99
